MLL CXXC-DNA inh: MLL CXXC-DNA interaction inhibition; 290,000 compounds, 0.037% hits; AID 2662; MLL-CXXC / FITC-HOXA9 DNA fluorescence polarization; Q03164; Potency, µM (top dose mostly 115 µM), for inactives: top-dose activity change, negative = inhibition, most hits filed as inhibitors; active means well fitted inhibition curve with a large enough effect in the polarisation, with a control signal flat, not every such curve was filed as active; inconclusive means small, poorly fitted or top-dose-only effect, or effect the other way, or a change in a side signal; inactive means no such curve, though single readings can be large or run the other way; the % refers to the polarisation; further: potency means the concentration at half of the fitted maximal effect
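Steps: dispense CXXC domain solution (7 uM) → pin compounds or unlabeled HOX-A9 DNA control → 5 min ambient → add FLSN-HOX-A9 solution (50 nM) → spin → 30 min ambient → fluorescence polarization. Tris pH 7.5/NaCl/DTT/BSA buffer.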
B2AR arrestin: agonists driving beta-arrestin recruitment to human beta2-adrenergic receptor; P07550; beta-arrestin recruitment to beta2AR, cell-based reporter; Potency, µM (doses to about 46.1 µM), for inactives: top-dose activation, usual class: activators; 330,000 compounds, 0.02% hits;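 further: potency means the concentration at half of the fitted maximal effect; 0% = DMSO controls and full agonism = EC100 isoproterenol or metaproterenol; nearly all actives have a fitted effect of over 65% in size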
FBPA coupling cs: counter-screen for Giardia aldolase inhibitors: coupling enzyme system; activity change, negative = inhibition, % at 58.2 µM, hits read low; 290,000 compounds, 0.67% hits; coupling enzyme system counterscreen, AmpLite Red fluorescence; in the data active means activity change below about -30%; further: on the % scale 0 is the no-effect control and ±100 the full control effect
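Counterscreen lacking aldolase: glyceraldehyde-3-phosphate coupling-enzyme reagent preincubated 10 min at RT with compound (at 57.5 uM final), then substrate/coupling system with AmpLite Red added; fluorescence read at 525/598 nm after 20 min RT.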
Menin-MLL TR inh: menin-MLL binding inhibition, Texas Red mutant peptide; Menin + Texas Red MLL mutant peptide, fluorescence polarization; Potency, µM (highest dose often 61.6 µM), inactives show top-dose FP activity change, negative = inhibition, usual class: inhibitors; 270,000 compounds, 0.23% hits; AID 1768; active means well fitted inhibition curve with a large enough effect in the polarisation, with a control signal flat, not every such curve was filed as active; inconclusive means small, poorly fitted or top-dose-only effect, or effect the other way, or a change in a side signal; inactive means no such curve, though single readings can be large or run the other way; the % refers to the polarisation; further: potency means the concentration at half of the fitted maximal effect; % of control where 0% means no effect; many of its hits are not listed in these tables
Target sequence (O00255 whole entry, looked up): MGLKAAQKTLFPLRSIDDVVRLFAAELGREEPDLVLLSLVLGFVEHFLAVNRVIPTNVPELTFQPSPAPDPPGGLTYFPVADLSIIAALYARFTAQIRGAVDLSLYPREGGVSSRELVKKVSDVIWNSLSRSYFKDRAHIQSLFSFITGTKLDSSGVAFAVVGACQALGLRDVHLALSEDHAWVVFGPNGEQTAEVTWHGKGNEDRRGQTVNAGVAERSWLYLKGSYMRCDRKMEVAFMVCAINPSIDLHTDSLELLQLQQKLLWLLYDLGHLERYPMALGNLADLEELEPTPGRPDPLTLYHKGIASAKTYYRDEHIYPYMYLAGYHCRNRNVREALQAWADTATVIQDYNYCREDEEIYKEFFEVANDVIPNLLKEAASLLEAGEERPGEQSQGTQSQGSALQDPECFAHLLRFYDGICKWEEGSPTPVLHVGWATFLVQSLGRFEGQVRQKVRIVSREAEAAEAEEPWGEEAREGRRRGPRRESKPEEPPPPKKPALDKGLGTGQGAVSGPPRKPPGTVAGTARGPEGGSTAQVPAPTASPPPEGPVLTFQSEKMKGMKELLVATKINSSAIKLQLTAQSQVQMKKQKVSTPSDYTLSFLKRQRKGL
USP2a block: inhibitors of human ubiquitin-specific protease USP2a; O75604; USP2 core, Ub-CHOP2 coupled fluorogenic reporter, 485/531; Potency, µM (doses to about 38.3 µM), without a hit: at the top dose activity change, negative = inhibition, actives largely listed as inhibitors; 330,000 compounds, 0.01% hits; AID 463254;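 further: potency means the concentration at half of the fitted maximal effect; plate controls were DMSO wells for no effect and full inhibition by NEM control for full effect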
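USP2 core (10nM final) preincubated 30min RT with compound in 20mM Tris-HCl pH 8.0, 2mM CaCl2, 2mM beta-mercaptoethanol, 0.05% CHAPS; 25nM Ub-CHOP2 plus 25nM reporter substrate added, fluorescence (Ex485/Em531) read after 60min.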
GALK inhibitor: blocks human galactokinase activity; P51570; Purified GALK, Kinase-Glo residual ATP luminescence; Potency, µM (titrated, usually from 57.5 µM), for the others: top-dose activity change, negative = inhibition, most hits filed as inhibitors; 270,000 compounds, 0.007% hits; AID 1868; further: potency means the concentration at half of the fitted maximal effect; on the % scale 0 is the no-effect control and ±100 the full control effect
Target sequence (P51570 whole entry, looked up): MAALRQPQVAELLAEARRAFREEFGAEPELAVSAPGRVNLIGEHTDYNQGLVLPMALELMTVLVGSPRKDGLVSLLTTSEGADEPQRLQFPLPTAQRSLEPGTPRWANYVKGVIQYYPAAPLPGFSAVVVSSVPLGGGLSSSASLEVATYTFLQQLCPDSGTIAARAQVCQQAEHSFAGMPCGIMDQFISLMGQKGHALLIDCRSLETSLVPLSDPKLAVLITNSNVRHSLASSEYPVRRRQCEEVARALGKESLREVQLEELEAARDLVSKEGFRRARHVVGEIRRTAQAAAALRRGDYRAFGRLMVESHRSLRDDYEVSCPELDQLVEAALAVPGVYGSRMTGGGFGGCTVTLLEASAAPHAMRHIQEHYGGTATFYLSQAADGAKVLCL
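GALK at 5 nM final was combined with compound, 35 uM ATP and 100 uM galactose in HEPES pH8.0 with MgCl2 and DTT. The reaction ran one hour at room temperature before luminescent ATP detection.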
Giardia killer: Giardia lamblia killing; activity change, % at 7.66 µM, hits read low; 340,000 compounds, 0.15% hits; AID 540267; Giardia lamblia trophozoite viability; in the data active means activity change below about -80%; inconclusive means between about -30% and that limit;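 further: parasites exposed to compound for two days anaerobically before the ATP read; on the % scale 0 is the no-effect control and ±100 the full control effect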
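Trophozoites 100 cells/well + cpd; 48 hrs, 37 deg C, anaerobic. ATPLite 1-Step added, 15-30 min RT, luminescence read (ATP-based viability).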
TRPV1 ag: agonists of human vanilloid receptor 1 (TRPV1); activation, % at 8.33 µM; TRPV1-expressing cells, Fluo-8 calcium influx, agonist mode; 320,000 compounds, 0.19% hits; Q8NER1; in the data active means activation above about 80%; inconclusive means between about 30% and that limit; further: 0% is about no effect
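Cells expressing TRPV1 were dye-loaded with Fluo-8 and read kinetically: 10 s baseline, 3 min after compound (agonist portion), then 2 min after EC20 capsaicin (allosteric enhancer portion). Calcium-bound dye fluorescence at 480/520 nm.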
KCNH2 WT inh: inhibitors of human wildtype KCNH2 potassium channel | Q12809 | U2OS, BacMam KCNH2, thallium flux FluxOr; stronger effect = lower value | activity change, % at 1.84 µM | 340,000 compounds, 0.37% hits | AID 720551;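 active means maximum activity change below -70%; inconclusive means maximum activity change between -70% and -50%; inactive means maximum activity change above -50%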; further: on the % scale 0 is the no-effect control and ±100 the full control effect
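U2OS cells transduced with wild-type KCNH2 virus are loaded with FluxOr dye for 45 min, and thallium flux is measured in kinetic reads before and after stimulation buffer. Rate constants are normalized to DMSO controls.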
KCNH2 3.1 block: blocks the human KCNH2 3.1 channel isoform; U2OS KCNH2 3.1, thallium flux FluxOr; stronger effect = lower value; AID 720553; 340,000 compounds, 0.95% hits; activity change, % (tested at about 1.8 µM);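 active means maximum activity change below -70%; inconclusive means maximum activity change from -70% to -50%; inactive means maximum activity change above -50%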;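 further: thallium influx rate constant from kinetic fluorescence after stimulation buffer; on the % scale 0 is the no-effect control and ±100 the full control effect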
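Thallium flux read-out: FluxOr dye with Red40 quencher in HBSS/HEPES, 45 min at RT. Rate constants from kinetic reads were normalized to positive and negative DMSO controls. Cells: U2OS virally expressing the 3.1 isoform.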
PKM2 act: increases activity of human pyruvate kinase M2. P14618. purified PKM2, Kinase-Glo ATP luminescence, activation; response scale: 0% is enzyme alone, no compound. 260,000 compounds, 0.34% hits. AID 1631. Potency, µM (top dose mostly 57.5 µM), inactives show top-dose activation, hits mostly activators; further: potency means the concentration at half of the fitted maximal effect; on the % scale 0 is the no-effect control and ±100 the full control effect; nearly all actives have a fitted effect of over 55% in size
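hPK-M2, >95% pure; 0.1 mM ADP / 0.5 mM PEP final; imidazole pH7.2 buffer w/ 7 mM MgCl2, 50 mM KCl; 1 h RT; Kinase-Glo lum. Intermediate enzyme activity for dual inhibitor/activator qHTS.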
Starred values were filed as active, the others as inactive; ? = inconclusive; nt = no result given; & = joins results of further samples; [ ] = dose if it differs, or a comment. Unless noted, the call rests on the fitted dose curve; in most records, active means well fitted curve in the direction sought with a large enough effect; inconclusive means small, poorly fitted or top-dose-only effect, or another doubt; inactive means no such curve, though single readings can be large; an effect the other way counts as inactive or inconclusive. Only part of the results is shown; count on the stated rates, not on these rows.

| SMILES | MLL CXXC-DNA inh | B2AR arrestin | FBPA coupling cs | Menin-MLL TR inh | USP2a block | GALK inhibitor | Giardia killer | TRPV1 ag | KCNH2 WT inh | KCNH2 3.1 block | PKM2 act |
| --- | --- | --- | --- | --- | --- | --- | --- | --- | --- | --- | --- |
| COc1cc(C(=O)Nc2ccn(C)n2)ccc1OC(F)F | nt | 3.0% | nt | nt | 0.4% | nt | 3.6 | -0.3 | -4.1 | 5.9 | nt |
| Cc1c(Cc2ccc3c(c2)OCO3)sc(NC(=O)c2ccc3ccccc3c2)c1C(N)=O | 16.7% | -0.6% | 0.3 | -13.3% | 3.0% | nt | -5.9 | 6.0 | 6.6 | -12.7 | -13.5% |
| COc1ccc(COC(=O)C2CC(=O)N(Cc3ccc(C)cc3)C2)cc1 (stereo not given) | -6.1% | 0.4% | nt | nt | 1.9% | -5.7% | -9.3 | 27.9 | 10.3 | 0.5 | 9.6% |
| O=c1cc(-c2ccc3c(c2)OCO3)oc2ccccc12 | -3.1% | -0.1% | 5.1 | 7.5% | 0.3% | 1.8% | -22.5 | 23.4 | 0.7 | 1.7 | 5.6% |
| Cc1ccc(-c2csc(NC(=O)c3ccc(C)o3)n2)cc1 | -0.9% | 0.1% | 0.8 | 20.2% | 3.1% | nt | 6.7 | ? | -10.6 | -10.2 | 2.4% |
| Cc1cc(C)cc(N(CC(=O)NC2CCCC2)C(=O)C2(C)CC(=O)N=C3C=CC=CN32)c1 (stereo not given) | -1.7% | -0.4% | 1.6 | -8.1% | 3.4% | 9.8% | -8.9 | -0.2 | 24.2 | 11.3 | 0.9% |
| CC(=O)OCC1=C(C(=O)O)N2C(=O)C(NC(=O)c3ccc(COc4cccc(Cl)c4Cl)o3)C2SC1 (stereo not given) | -2.6% | 0.4% | 0.9 | ? | 9.3% | -2.6% | -18.8 | 13.0 | 0.4 | -4.0 | 5.6% |
| COC(=O)c1ccc(C2c3c(oc4ccccc4c3=O)C(=O)N2CCCN2CCOCC2)cc1 (stereo not given) | -3.3% | 0.2% | 1.4 | 0.1%[11.7 µM] | 0.4% | 1.6% | -20.3 | nt | -3.2 | -23.8 | -0.1% |
| N/C(=N\OC(=O)C(c1ccccc1)c1ccccc1)c1ccccn1 | 3.7% | 0.1% | -0.6 | 21.7% | 1.7% | -1.5% | -6.2 | 16.0 | -5.1 | -17.2 | 5.6% |
| O=C(COC(=O)c1ccc(N2CCCC2=O)cc1)NCc1ccco1 | 12.0% | -0.4% | -1.0 | 0.5% | ? | -0.1% | 10.8 | -2.2 | -10.4 | 20.2 | -5.1% |
| CC(C)(C)NC(=O)N1CCC(CO)(Cc2ccccc2Cl)CC1 | -13.8% | -1.2% | 0.2 | 10.8% | -1.2% | 0.6% | -2.5 | 0.0 | 20.7 | -1.2 | -1.1% |
| Cc1ccccc1NC(=O)C1CCN(C(=O)N2CCOc3ccccc32)CC1 | nt | 0.1% | 3.4 | 6.5% | -0.4% | nt | -0.5 | 1.0 | 3.5 | 4.7 | -1.4% |
| CCOc1ccc(Cn2nnc(C(=O)NCCc3ccccc3)c2N)cc1 | 26.2% | 0.0% | 1.3 | 5.3% | -0.9% | 1.2% | 32.9[activator] | 2.6 | -2.1 | -0.9 | 1.3% |
| CCOC(=O)c1c(S(=O)(=O)Nc2cccc(-c3ccno3)c2)c(C)n(C)c1C | -3.5% | 0.0% | -7.1 | 19.8% | -1.8% | -0.6% | 1.1 | 2.9 | -4.6 | 3.0 | nt |
| Cc1[nH]n(-c2ncc(-c3ccccc3)s2)c(=O)c1C(c1ccc(Cl)cc1)C(C#N)C#N (stereo not given) | 10.3% | -0.8% | 5.3 | ? | -0.6% | -3.2% | -3.3 | 1.8 | -10.1 | 4.4 | -0.7% |
| O=C(N/N=C/c1cccc(OC(=O)c2ccc([N+](=O)[O-])cc2)c1)c1cccnc1 | 5.9% | 0.2% | 0.7 | nt | 2.2% | 6.1% | -7.5 | 1.3 | -13.3 | -2.1 | nt |
| Cc1ccc2[nH]c(=O)c3cc(C(=O)NCCN4CCN(C)CC4)sc3c2c1 | -2.2% | -0.9% | -0.1 | 8.1% | 2.5% | -0.5% | 28.9 | 0.1 | -4.6 | -4.1 | -2.7% |
| Cc1c(C(=O)N(Cc2ccco2)Cc2cccs2)oc2ccccc12 | nt | 0.0% | nt | nt | -1.6% | nt | 7.3 | 6.5 | -4.8 | -13.3 | nt |
| COC/C=C/C1=CC2=CC(=O)C(C)(OC(=O)c3cnc4ccccc4n3)C(=O)C2=CN1CCCOC(C)C (stereo not given) | -22.7% | -0.1% | -14.8&-24.6 | -23.4%[11.7 µM] | 3.8% | 0.3% | -1.7 | -10.9 | -1.5 | 3.9 | -2.3%[11.5 µM] |
| COCCNC(=O)/C(C#N)=C/c1cc(C)n(-c2ccc(C)cc2)c1C | 19.4% | 0.5% | 0.1 | ? | 7.7% | 0.7% | -15.2 | 26.1 | -3.1 | 7.5 | 5.6% |
| Cc1ccccc1-n1ccnc1SCC(=O)Nc1cccc(S(=O)(=O)NC2=NCCC2)c1 | nt | 0.2% | nt | nt | 7.5% | nt | 7.1 | nt | 13.4 | -10.1 | nt |
| COc1cccc(N2CCN(C(=O)C3CCN(S(=O)(=O)c4ccc5c(c4)CC(C)N5C(C)=O)CC3)CC2)c1 (stereo not given) | -2.2% | 0.1% | nt | nt | 0.0% | -0.9% | -13.2 | 1.4 | -0.3 | 15.5 | nt |
| Cc1ccc[n+](CC(=O)Nc2ccc(Cl)c([N+](=O)[O-])c2)c1 | 0.5% | -0.2% | -3.1 | -7.8% | -0.3% | 6.3% | 32.1[activator] | 0.6 | 12.2 | -11.5 | -0.1%[11.5 µM] |
| CCOC(=O)N1CCN(C(=O)CSc2nc(=O)n3cc(C)ccc3n2)CC1 | nt | 0.3% | nt | nt | 1.2% | nt | 1.1 | -1.2 | 1.7 | -4.4 | nt |
| Cc1cccc([C@@H](NC(=O)OC(C)(C)C)C(=O)OC(C)(C)C)c1 | nt | 0.0% | nt | nt | -1.9% | nt | 7.4 | ? | -0.2 | 26.9 | nt |
| CC(C)C[C@H](NC(=O)c1nc[nH]c1C(=O)NCCNC(=O)OC(C)(C)C)C(=O)CNCCNC(=O)c1[nH]cnc1C(=O)N[C@@H](C)C(=O)OC(C)(C)C | nt | -0.1% | nt | nt | 2.6% | nt | -0.7 | nt | -6.4 | -36.1 | nt |
| O=C(CCc1ccccc1)N1CCCC(Nc2ccc(F)cc2)C1 (stereo not given) | -3.1% | 0.2% | 0.1 | 18.4% | 0.1% | -0.9% | -5.7 | 87.4* | -2.3 | 4.2 | -0.5% |
| COc1ccc2c(c1)Sc1ccccc1N2 | 7.4% | -1.1% | -3.4 | ? | 0.7% | -0.9% | 16.5 | 0.4 | 3.3 | -11.9 | -4.3% |
| CCOC(=O)C1=CN(Cc2cccc(-c3ccc4c(c3)OCO4)c2)S(=O)(=O)N(C)C1C (stereo not given) | nt | 0.1% | nt | nt | 2.9% | nt | 3.2 | nt | -2.3 | -3.6 | nt |
| CSC[C@@H]1NC(=S)N(c2ccc(C)cc2)C1=O | 26.6% | -1.2% | 5.2 | nt | -1.3% | nt | -16.6 | 0.2 | -1.5 | -18.6 | 19.1% |
| COC(=O)c1ccc(CSc2nnnn2C)o1 | 22.4% | 0.2% | -3.9 | -12.7% | 3.8% | 1.9% | -6.2 | -2.4 | -2.0 | 0.8 | -4.8% |
| Cn1c(CCNC(=O)c2ccc(F)cc2)nc2ccccc21 | -7.5% | 0.4% | -0.2 | 2.9% | -0.6% | -1.1% | 0.2 | 10.3 | -13.8 | -2.4 | -15.0% |
| CCN(CC(=O)NCc1cccs1)C(=O)c1ccc(S(=O)(=O)N(CC)c2ccccc2)cc1 | nt | 0.5% | nt | nt | 3.1% | nt | -5.4 | 4.9 | 7.0 | 2.2 | nt |
| CN(C1CCCCC1)S(=O)(=O)c1ccc(NC(=O)Cn2nc(-c3ccc(F)cc3)ccc2=O)cc1 | 12.2% | -1.3% | 0.3 | -4.4% | -2.2% | 1.0% | 1.6 | 16.8 | 0.5 | -11.0 | -1.3% |
| CCCCN=c1sc(C(=O)OC)cc(=O)n1CCCC | -9.1% | 0.5% | 3.0 | 13.7% | 2.2% | -1.2% | -5.4 | 16.0 | 25.5 | -7.1 | 0.7% |
| Cc1cc(-c2nnc3n2N=C(c2ccc(F)cc2)CS3)n[nH]1 | 4.8% | 0.0% | -1.3 | nt | 1.2% | -2.2% | 8.3 | 26.1 | 6.7 | 0.1 | 0.4% |
